From PubChem BioAssay
NCI-60 one-dose screen, 48 h, at 10 µM unless noted. Numbers give growth in % (100 = growth as untreated, 0 = no growth, -100 = all killed).
HL-60(TB): HL-60(TB) leukemia cells. 78,000 tested, 9% active. AID 1794776; active = growth percent below 10
Numbers without * were called inactive; & = joins results of further samples; [ ] = remark or other dose. These rows are one share of the data, so the mix of outcomes need not match the whole.

canonical_smiles	HL-60(TB)
N#Cc1cnn(C(=O)c2nn(-c3ccc(Cl)cc3)cc2O)c1N	-50*
CCCCCCCCNc1nc2ccccc2n2c1nc1ccccc12	102
CCN(C(=O)c1cc(OC)c(OC)c(OC)c1)C1CCCCC1	92
C=CCC(CC)(C(=O)O)C(=O)O	94
COc1cc(/C=N/NC(=O)c2ccc(NS(C)(=O)=O)cc2)ccc1O	99
Cc1ccn2c(C(=O)NCc3ccc(OCc4cn(Cc5ccc([N+](=O)[O-])cc5)nn4)cc3)c(C)nc2c1	95
COc1cc(/C=C\c2ccc(-c3ccc(-c4cc(OC)c(OC)c(OC)c4)cc3)cc2)cc(OC)c1OC	99
CCc1ccc2[nH]c(=O)c(C(c3nnnn3Cc3ccc(F)cc3)N3CCN(C4CCCCC4)CC3)cc2c1 (stereo unspecified)	76
O=c1c2ccccc2cc2n1CCN=C2c1ccccc1	98
O=C(NCc1cccnc1)c1cc(-c2csc3c(=O)cc(N4CCNCC4)oc23)cc2c1OCCO2	61
Clc1ccc(-c2cnc3nonc3n2)s1	29
CN1CCc2c(sc3ncnc(N/N=C/c4cc(Br)c(O)c(Br)c4)c23)C1	101
CCCCCCCCCCCCNC(=O)COCc1ccccc1	101
Cc1ccc(-c2cc(-c3ccncc3)[nH]c(=O)c2C#N)cc1	97
CN(C)c1ncc(/C=C2\SC(=S)N(Cc3ccccc3Cl)C2=O)s1	94
CCC(CCCCc1ccccc1)(C(=O)O)C(=O)O	93
CC1=CC(C)(C)Nc2ccccc2N1	75
Cc1nn(-c2ccccc2)c(N2CCCC2)c1-c1nc2ccc(C(=O)O)cc2[nH]1	100
CN(/C=C1/C[C@@]2(C)[C@@H](CC[C@@H]3[C@@H]2CC[C@@]2(C)[C@H]3CC[C@]2(C)O)CC1=O)c1ccccc1	101
N=c1sc(Cc2cc(Cl)ccc2Cl)cn1CC(=O)c1ccccc1	30
COc1ccc(C(=O)CSc2nccc(Nc3ccc(S(=O)(=O)Nc4cc(C)on4)cc3)n2)cc1	104
O=S(=O)(O)c1ccc2c(c1)C(C(Cl)(Cl)Cl)OC(C(Cl)(Cl)Cl)O2 (stereo unspecified)	73
COc1ccc2cc(C(C)C(=O)Nc3ccc(S(=O)(=O)Nc4cc(C)on4)cc3)ccc2c1 (stereo unspecified)	143
O=C(Nc1ccc([N+](=O)[O-])cc1)C(c1ccccc1)c1ccccc1	98
CCOC(=O)CC[C@H](NC(=O)c1ccc(NC(=O)Cn2cnc3c(c(C)nn3-c3ccc(F)cc3)c2=O)cc1)C(=O)OCC	101
Cc1ccc(NC(=O)Nc2ccc(Nc3ncnc4sc5c(c34)CCOC5)cc2)cc1Cl	108
COc1ccc(C)cc1NS(=O)(=O)c1ccccc1	106
O=C(CN1CCCc2ccccc21)NNC(=O)c1cc2ccccc2o1	96
COC(=O)c1c(-c2ccccc2)csc1NC(=O)c1c(-c2ccccc2)noc1C	28
COc1ccc(C=O)c(C)c1	101
Cc1ccc(S(=O)(=O)N2CCC(C3(C(F)(F)F)N=N3)CC2)cc1	99
Cn1c(-c2nonc2NC(=O)c2ccc(F)cc2)nc2ccccc21	-30*
O=C(Nc1cccc(NC(=O)c2ccccn2)c1)c1ccc(F)cc1	92
CCCSc1nc(Nc2ccc(/C(C)=N\NC(N)=S)cc2)c(C#N)c(-c2ccc(F)cc2)n1	84
Cc1nn(-c2ccccc2)c(N(C)Cc2ccccc2)c1C1CC(c2ccc(Cl)cc2)=NN1C=O (stereo unspecified)	72
Cc1ccc(Cl)c(-n2c(=S)[nH]c3ccccc3c2=O)c1	109
CCOC(=O)C1(C(C)=O)CC1	113
COc1ccc(C(=O)COc2ccc(/C=C3\COc4ccc5ccccc5c4C3=O)cc2)cc1	97
CCOC(=O)C1(Cc2ccccc2C#N)CCCCC1=O (stereo unspecified)	80
COc1ccc2oc(=O)cc(-c3nnc(N)o3)c2c1	73

Filtered by structure, the compounds so far with two or more sulfur atoms (3)
canonical_smiles	HL-60(TB)
CN(C)c1ncc(/C=C2\SC(=S)N(Cc3ccccc3Cl)C2=O)s1	94
COc1ccc(C(=O)CSc2nccc(Nc3ccc(S(=O)(=O)Nc4cc(C)on4)cc3)n2)cc1	104
CCCSc1nc(Nc2ccc(/C(C)=N\NC(N)=S)cc2)c(C#N)c(-c2ccc(F)cc2)n1	84

(continued)
canonical_smiles	HL-60(TB)
CC(C)Oc1ccc(/C(O)=C2\C(=O)C(=O)N(c3nccs3)C2c2ccc(F)cc2)cc1 (stereo unspecified)	54
Cc1cc(C)cc(NC(=O)CSc2oc(-c3ccccc3)nc2S(=O)(=O)c2ccc(F)cc2)c1	89
Cc1ccc(/C=C/C(=O)O)cc1-c1cc2c(cc1C)C(C)(C)CCC2(C)C	92
FC(F)(F)c1nn(-c2ccccc2)c2c1-c1cc3c(cc1CO2)OCO3	100
Cc1ccc(S(=O)(=O)OCCCCCCOS(=O)(=O)c2ccc(C)cc2)cc1	100
Clc1ccc(/C=N/Nc2nnc(-c3ccncc3)o2)cc1	119
C/C(=C\CCc1ccsc1)CC/C=C(\C)CCCO	88
C=CCOC(=O)C1=C(C)NC2=C(C(=O)CCC2)C1c1ccc(O)cc1 (stereo unspecified)	96

Fetched one by one from the list above:
canonical_smiles	HL-60(TB)
C/C(=C\CCc1ccsc1)CC/C=C(\C)CCCO	88
CC(C)Oc1ccc(/C(O)=C2\C(=O)C(=O)N(c3nccs3)C2c2ccc(F)cc2)cc1 (stereo unspecified)	54
FC(F)(F)c1nn(-c2ccccc2)c2c1-c1cc3c(cc1CO2)OCO3	100
Cc1cc(C)cc(NC(=O)CSc2oc(-c3ccccc3)nc2S(=O)(=O)c2ccc(F)cc2)c1	89
C=CCOC(=O)C1=C(C)NC2=C(C(=O)CCC2)C1c1ccc(O)cc1 (stereo unspecified)	96

Next entries.
canonical_smiles	HL-60(TB)
O=[N+]([O-])c1ccc(C(S(=O)(=O)Cc2ccccc2)S(=O)(=O)Cc2ccccc2)cc1	90
O=C1CC(c2nc3ccccc3o2)CN1c1ccc(Cl)cc1 (stereo unspecified)	99
C/C(=N\O)[C@@H]1CC[C@]2(C(=O)O)CC[C@]3(C)[C@H](CC[C@@H]4[C@@]5(C)CC[C@H](O)C(C)(C)[C@@H]5CC[C@]43C)[C@@H]12	78
O=C1Nc2ccccc2/C1=C/c1cn(C(=O)c2ccc(Cl)cc2)c2ccccc12	150
CC1(C)CC[C@]2(C(=O)N[C@@H](Cc3ccccc3)C(=O)O)CC[C@]3(C)C(=CC[C@@H]4[C@@]5(C)C/C(=C/c6ccco6)C(=O)C(C)(C)[C@@H]5CC[C@]43C)[C@@H]2C1	60
COC(=O)C1=NNC(C(=O)OC)C1c1ccccc1 (stereo unspecified)	91
CN(C)c1ccc(C(O)(c2ccc(N(C)C)cc2)c2ccc(N(C)C)cc2)cc1	90
Cc1cc2nc(C(Cl)Cl)nc(-c3cccs3)n2n1	-25*
N/C(=N\C(N)=N\c1nc2ccccc2s1)c1ccc([N+](=O)[O-])cc1	100
CS(=O)c1nccc(-c2c(-c3ccc(F)c(OCCc4ccc(F)cc4)c3)nc3sccn23)n1 (stereo unspecified)	-13*
CC(C)[C@H](C)/C=C/[C@@H](C)[C@H]1CC[C@@H]2[C@]1(C)CC[C@H]1[C@]23C=C[C@]2(C[C@@H](O)CC[C@]12C)OO3	87
O=C(O)c1ccc(O)cc1	79
CC1CCCC(CC(N)=O)CC1 (stereo unspecified)	91
CC(c1ccccc1)N1CSCN2C(=O)CC(=O)N=C21 (stereo unspecified)	111
Clc1ccc2c(N3CCN(c4ccnc(NC5CCCCC5)n4)CC3)ccnc2c1	-14*
O=C(Nc1cccc([N+](=O)[O-])c1)N(c1ccccc1)c1ccccc1	96
CC(C)=CCC1=CC(=O)c2ccccc2C1=O	95
CN(C)c1ccc(/C=N\NC(=O)CN2CCN(c3cc4c(cc3F)c(=O)c(C(=O)N/N=C/c3ccc(N(C)C)cc3)cn4C3CC3)CC2)cc1	79
Cc1cccc(C[N+](C)(C)C)c1C	106
C#CCOc1cccc(-c2ncnc3cc(NC(=O)C=C)ccc23)c1	17
COC1=CC(c2ccc[nH]2)=N/C1=C\c1[nH]c(C)c(C(=O)CCCCCCCCC(=O)Oc2ccc3c(c2)CCC2C3CC[C@]3(C)C(=O)CC[C@@H]23)c1C (stereo partly specified)	112
NC(=O)SCC(=O)Nc1cccc2ccccc12	91
C#CCOc1cc(-c2nc3sccn3c2-c2ccnc(S(C)=O)n2)ccc1F (stereo unspecified)	100
CCC(CC)/C(C)=C(\C)C1CC1CCNS(=O)(=O)c1ccc(C)cc1 (stereo unspecified)	115
CSc1nc(N(C)C)c2[nH]c(Cl)nc2n1	88
CCCCOc1nc2ccc(Cl)cc2cc1-c1cc(-c2ccc(Cl)cc2)nc(-c2ccc(Cl)cc2)c1	101
CC1=C(C)C[C@@]2(Cc3c(C)cccc3C2=O)S(=O)C1 (stereo partly specified)	74
O=C1CSC(c2ccccc2)N1c1nnc(Cn2cnnc2)o1 (stereo unspecified)	87
CC(Sc1nc2ccccc2c(=O)n1C)C(=O)Nc1ccc(F)cc1 (stereo unspecified)	85
CCOC(=O)C(C#N)=C(C)C	99&96&107
Clc1nc2ccccc2nc1-c1nnc(C2CCCCC2)o1	67
CC1(C)CC(=O)CC(C)(C)N1N=O	77
NS(=O)(=O)c1ccc(NC(=O)Nc2nc(-c3ccccc3)cs2)cc1	94
CC(C)(C)CC(C)(C)Nc1c(-c2ccc(-c3ccccc3)cc2)nc2cnccn12	93
Cc1nn(-c2ccccc2)c(Cl)c1/C=C(/NC(=O)c1ccccc1)c1nc2ccccc2[nH]1	86
N=c1c2cc(-c3ccccc3)oc2ncn1N	110
O=C1NCCC12CCN(c1c(Cl)cncc1-c1ccc(OS(=O)(=O)C(F)(F)F)cc1)CC2	99
COc1cccc(C(=O)NNc2nc(Cl)nc(Cl)n2)c1	96
Nc1ccc(Cl)c(N)c1	85
O=C(c1ccc2nc(NS(=O)(=O)c3ccc4ccccc4c3)sc2c1)N1CCN(c2ccco2)CC1	89
O=C(CS(=O)(=O)Cc1ccccc1)c1ccccc1	105&83
CCCC(=O)Nn1c(N)cc2cc(Br)ccc2c1=O	99
CC(=O)NC(=O)C(OC(C)=O)C(OC(C)=O)C(OC(C)=O)C(OC(C)=O)C(OC(C)=O)C(COC(C)=O)OC(C)=O (stereo unspecified)	126
C#CCNC(=O)CC[C@]1(C)[C@H]2CC[C@@H]3[C@@H]([C@@](C)(O)CCC=C(C)C)CC[C@@]3(C)[C@]2(C)CC[C@H]1C(=C)C	-41*[100 µM]
Cc1cc(N)nc(N)n1	105
Cc1ccc(NC(=O)C(=O)Cc2nc3ccccc3o2)c(C)c1	91
CCc1nc2c(cnn2-c2ccccc2)c(=O)[nH]1	126
Cc1cccc(Cc2cnc(NC(=O)/C=C/c3ccco3)s2)c1	-45*
COC(=O)c1ccccc1N=NC(C#N)C(N)=O (stereo unspecified)	100
COc1ccc2c(c1)CCCC21C(=O)Nc2c(Cl)cccc21 (stereo unspecified)	34
O=S(=O)(O)c1cccnc1	62
COc1cc2c(cc1OC(C)=O)C(=O)CCCC2	143
S=P1(Oc2ccccc2)Nc2ccccc2N1	88
IP(CCCSc1n(Cc2ccc3ccccc3c2)c(-c2ccccc2)c(-c2ccccc2)[n+]1Cc1ccc2ccccc2c1)(c1ccccc1)(c1ccccc1)c1ccccc1	-29*
Oc1c(Cl)cc(Cl)c2ccc(Cn3cc(-c4cccc(C(F)(F)F)c4)nn3)nc12	-19*
CCC(C)(O)c1ccc(C)cc1 (stereo unspecified)	97

Other structures:
canonical_smiles	HL-60(TB)
Cc1ccc(C2=CSc3ccccc3N2)c(C)c1	105
COc1cc2c(c(OC)c1OC)C(=O)CC(c1cccc(NC(=O)[C@H](C)N)c1)O2 (stereo partly specified)	104
CSc1nn(-c2ccccc2)c2ncnc(NCc3ccccc3)c12	98
C=Cc1c(C)c(O)cc2c1CC[C@@H]1C(C)(C)[C@H](O)CC[C@@]21C	100
CCNc1nc(C)nc2c1cnn2C	101
CCN(CC)CCOC(=O)c1ccccc1	96&102
C[C@@H]1C=C[C@@H]2C[C@H](CO)CC[C@H]2[C@@H]1C(=O)O	96
C[N+]1(C)CCC(c2ccccc2)(c2ccccc2)C(=O)C1	93
CC(C)(C)Nc1c(-c2cccnc2)nc2sccn12	89
CCOC(=O)c1c(C=O)nc2ccccc2c1/C=C/c1ccccc1	90
O=S(=O)(c1ccc(NC(=S)NCc2ccncc2)cc1)N1CCCCC1	96
O=C(CCc1ccc(O)cc1)c1c(O)cc(O)cc1OC1OC(CO)C(O)C(O)C1O (stereo unspecified)	131
COc1ccc(NC(=O)[C@@H]2C[C@H]2c2ccccc2)c(C(N)=O)c1	94
COc1cccc(N2CCN(C3=C(Cl)C(=O)C(C)=C(C)C3=O)CC2)c1	99
COC12C=C/C(=C(/C(=O)OCc3nc4ccccc4s3)C(=O)CCCCCCCCC3(OC)C=C/C(=C(/C(=O)OCc4nc5ccccc5s4)C(=O)CCCCCCCC1)O3)O2	35
O=C1NC(=O)C2(CC(C(=O)Nc3ccc(I)cc3)Oc3ccc(F)cc32)N1 (stereo unspecified)	101
CC1(C)CC[C@]23CC[C@]4(C)[C@H](CC[C@@H]5[C@@]6(C)CCC(=O)NC(C)(C)[C@@H]6CC[C@]54C)[C@H]2[C@H]1OC3=O	112
CCOC(=O)c1ccc(NC2=C(Cl)C(=O)C(C)=C(C)C2=O)cc1	100
C/C(=N/NC(=S)NC1CCCCC1)c1sc(Nc2ccccc2O)nc1C	75
CC(O)C1CCCCC1 (stereo unspecified)	96
COc1cc(OC)c(OC)cc1/C=N/NC(=O)c1ccc(S(C)(=O)=O)cc1	94
